AmpC detergent – blocks E. coli AmpC beta-lactamase in detergent assay; P00811; AmpC hydrolysis of nitrocefin, absorbance 480 nm, 0.01% Triton; Potency, µM (titrated, usually from 114 µM), inactives show at the top dose activity change, negative = inhibition, most hits filed as inhibitors; 370,000 tested, 0.041% active; AID 485294;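 also: potency is read from the fitted curve at half-maximal effect; 0% = no-compound wells and -100% = no-enzyme wells; nearly all actives have a fitted effect of over 25% in size; some results filed as inactive show a strong effect at the top dose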
Target sequence (P00811 whole entry, looked up): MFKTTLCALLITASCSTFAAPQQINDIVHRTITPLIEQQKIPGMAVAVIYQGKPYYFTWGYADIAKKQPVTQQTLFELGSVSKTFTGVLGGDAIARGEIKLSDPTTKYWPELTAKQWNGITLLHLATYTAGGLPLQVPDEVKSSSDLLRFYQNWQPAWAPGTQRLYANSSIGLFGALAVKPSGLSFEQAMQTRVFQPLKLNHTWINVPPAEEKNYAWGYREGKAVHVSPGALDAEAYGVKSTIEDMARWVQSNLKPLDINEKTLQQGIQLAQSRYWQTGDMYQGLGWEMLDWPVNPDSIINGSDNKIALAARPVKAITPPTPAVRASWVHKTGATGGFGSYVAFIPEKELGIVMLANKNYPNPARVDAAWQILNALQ
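AmpC (5.3 nM in the dispensed reagent) in 20 mM phosphate pH 7.0 with 0.01% (detergent screen) or 0.0001% Triton X-100 was preincubated with compounds for 15 min at room temperature. Nitrocefin was then added from an 800 uM solution, and hydrolysis was followed at 480 nm.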
FBPA Giardia inh – Giardia lamblia aldolase inhibition; 290,000 tested, 0.71% active; Potency, µM (top dose mostly 59.6 µM), inactives show at the top dose activity, negative = inhibition, most hits filed as inhibitors; A8B2U2; purified Giardia FBPA; AID 2451; also: potency is read from the fitted curve at half-maximal effect; nearly all actives have a fitted effect of over 55% in size
Target sequence (A8B2U2 whole entry, looked up): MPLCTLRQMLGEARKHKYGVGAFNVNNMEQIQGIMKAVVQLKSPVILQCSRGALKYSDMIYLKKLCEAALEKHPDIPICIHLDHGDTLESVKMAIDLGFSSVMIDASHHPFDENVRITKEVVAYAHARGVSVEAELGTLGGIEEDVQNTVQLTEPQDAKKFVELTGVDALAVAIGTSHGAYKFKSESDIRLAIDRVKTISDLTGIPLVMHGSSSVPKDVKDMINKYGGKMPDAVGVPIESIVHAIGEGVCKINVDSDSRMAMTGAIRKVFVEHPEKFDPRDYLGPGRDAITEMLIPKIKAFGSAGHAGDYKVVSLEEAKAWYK
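40 nM FBPA preincubated 10 min at RT with compound (up to 57.5 uM final), then substrate plus GAPDH/TPI/NAD/arsenate coupling and diaphorase/resazurin added. Fluorescence read after 20 min at RT, 525/598 nm.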
HCV inh – inhibitors of hepatitis C virus infection | AID 651820 | Huh7.5.1 HCVcc-Cre infection, luciferase reporter, 44 h | 340,000 tested, 3.4% active | Potency, µM (highest dose often 41.8 µM), for inactives: at the highest dose activity change, negative = inhibition, most hits filed as inhibitors; also: potency is read from the fitted curve at half-maximal effect
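HCVcc-Cre virus at an moi near 0.5 was added right after compound to cells cultured 4 h from seeding (1,000 cells/well). Luciferase activity was determined 44 h later, 15 min after substrate addition at RT.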
HCMV inh – blocks human cytomegalovirus replication. AID 1259415. 410,000 tested, 4.5% active. activity change, negative = inhibition, % at 57.5 µM. HFF cells, HCMV-luciferase reporter, 72 h; hits give low values; in the data active = activity change below about -60%; inconclusive = no clear call, values can overlap the other calls; inactive = above about -39%
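Two compound doses tested in HFFs infected with HCMV-luciferase, MOI 1 PFU/cell, 72 h at 37C. Lysate luminescence read with OneGlo; data normalized against buffer-only and 10uM Salinomycin inhibitor controls.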
Sm TGR block – S. mansoni TGR enzyme inhibition | Potency, µM (doses to about 114 µM), for the others: at the top dose activity change, negative = inhibition, usual class: inhibitors | 360,000 tested, 3% active | purified TGR, DTNB reduction, TNB absorbance 405 nm | Q962Y6 | AID 485364; also: potency is read from the fitted curve at half-maximal effect; nearly all actives have a fitted effect of over 60% in size
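First, TGR (20 nM dispensed) and NADPH were mixed with compound. Second, a 15 min room-temperature incubation followed. Third, further NADPH and then DTNB were added to start the reaction. Finally, TNB absorbance was monitored kinetically.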
AmpC inh no detg – blocks E. coli AmpC beta-lactamase in detergent-free assay; 330,000 tested, 0.52% active; Potency, µM (titrated, usually from 57.1 µM), for the others: at the top dose activity change, negative = inhibition, most hits filed as inhibitors; AmpC nitrocefin hydrolysis, absorbance 480 nm, 0.0001% Triton; AID 485341; P00811;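 also: potency is read from the fitted curve at half-maximal effect; plate controls were no compound for no effect and no enzyme for full effect; nearly all actives have a fitted effect of over 20% in size; some results filed as inactive show a strong effect at the top dose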
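20 mM phosphate pH 7.0 + 0.01% (detergent screen) or 0.0001% Triton X-100; 5.3 nM AmpC reagent; cpd preinc 15 min RT; nitrocefin (800 uM stock) to start; A480 q20 s × 4 min; Activity was normalised to no-enzyme and no-compound control wells.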
Starred values were filed as active, the others as inactive; ? = inconclusive; . = not tested or not shown; [ ] = dose if it differs, or a comment. Unless noted, calls follow the shape of the dose curve; as a rule, active = well fitted curve in the direction sought with a large enough effect; inconclusive = small, poorly fitted or top-dose-only effect, or another doubt; inactive = no such curve, though single readings can be large; an effect the other way counts as inactive or inconclusive. Unless noted, % is scaled to controls: 0 for no effect and ±100 for the full control effect.

SMILES | AmpC detergent | FBPA Giardia inh | HCV inh | HCMV inh | Sm TGR block | AmpC inh no detg
Cc1ccccc1C(=O)NC(=S)NCc1cccnc1 | 0% | 0% | -6% | 41 | -25% | -6%
O=C(O)C1Cc2[nH]cnc2C(c2ccc(F)cc2)N1 (stereo unspecified) | -7% | -25% | 30% | ? | 1% | -15%
CN(C)CCN(Cc1cc2cc3c(cc2[nH]c1=O)OCCO3)C(=S)NCC1CCCO1 (stereo unspecified) | 4% | -4% | 12% | 6 | . | -2%
O=C(Nc1ccc(NC(=S)NC(=O)c2ccco2)cc1)c1ccccc1 | ? | -8% | ? | 10 | -32% | -45%
CCCNC(=O)Cn1cnc2sc(C(=O)N3CCCC(C(=O)OCC)C3)c(C)c2c1=O (stereo unspecified) | 3% | 5% | -1% | . | 5% | -1%
O=C1c2cccc3cc(Br)cc(c23)C(=O)N1Nc1ccccc1 | -2% | 3% | ? | 33 | -17% | -23%
c1ccc(-c2cc(-c3ccccc3)n3ncnc3n2)cc1 | 1% | 4% | -15% | -24 | 4% | -20%
Cc1ccc(S(=O)(=O)Oc2ccc(/C=C(/NC(=O)c3ccccc3)C(=O)NCCC(=O)O)cc2)cc1 | 3% | 3% | 13% | -37 | 2% | -1%
O=C(C(=O)N1CCOCC1)c1cn(Cc2ccccc2Cl)c2ccccc12 | -3% | 11% | 4% | -38 | -2% | 194%[activator]
COCCN(C(=O)COC(=O)c1ccccc1Oc1ccccc1)c1c(N)n(Cc2ccccc2)c(=O)[nH]c1=O | -2% | . | -22% | 5 | 5% | 233%[activator]
CCCN1C(=O)c2ccc(C(=O)Nc3ccccc3C(=O)O)cc2C1=O | 0% | -2% | 7% | 7 | -15% | -29%
COc1ccc(N(C(=O)c2ccc(C)cc2)S(=O)(=O)c2ccc(Cl)cc2)cc1 | 10% | . | . | -16 | 11% | .
CCCCCCn1c(COc2ccccc2F)nnc1SCC(=O)c1c(N)n(C)c(=O)n(C)c1=O | -10% | 6% | 14% | -34 | -7% | -3%
C=CCSc1nc(C)cc(C(=O)OCC)c1C#N | -10% | 8% | 21% | -29 | -10% | -13%
CCC(=O)Nc1ccc(C(=O)Nc2cccc(OC)c2)cc1 | ? | -9% | -13% | 22 | -4% | -11%
Cc1c(NS(=O)(=O)CC23CCC(CC2=O)C3(C)C)c(=O)n(-c2ccccc2)n1C (stereo unspecified) | ? | 2% | 7% | 4 | 5% | -4%
O=C(COC(=O)c1ccc2ccccc2c1O)Nc1ccccc1 | ? | . | 19% | -17 | -10% | -28%
Cc1ccc(S(=O)(=O)N2CCC(C(=O)OCC(=O)NC(C)c3ccc(F)cc3)CC2)cc1C (stereo unspecified) | -3% | . | 18% | 16 | -7% | 51%
COc1ccc(-c2nc(CS(=O)CC(=O)NC3CCCC3)c(C)o2)cc1OC (stereo unspecified) | 0% | . | 0% | -1 | 20µM* | 34%
O=C1N(Cc2cccc(Cl)c2)C[C@@H]2C[C@@H](c3ccco3)N3CCC[C@@]123 | 0% | 0% | 9% | ? | 40µM* | 62%[activator]

The closing two records of the part above open the next one:
SMILES | AmpC detergent | FBPA Giardia inh | HCV inh | HCMV inh | Sm TGR block | AmpC inh no detg
COc1ccc(-c2nc(CS(=O)CC(=O)NC3CCCC3)c(C)o2)cc1OC (stereo unspecified) | 0% | . | 0% | -1 | 20µM* | 34%
O=C1N(Cc2cccc(Cl)c2)C[C@@H]2C[C@@H](c3ccco3)N3CCC[C@@]123 | 0% | 0% | 9% | ? | 40µM* | 62%[activator]
Cc1ccccc1-n1c(SCC(=O)Nc2ccccc2)nc2nc3c(cc2c1=O)CCCC3 | -8% | -3% | ? | -80* | -2% | -10%
CCCCC(=O)Nc1cc(NC(=O)CC)ccc1Cl | -13% | -2% | -6% | -2 | -5% | -11%
O=C(N/N=C/c1ccccc1C(=O)O)c1ccncc1 | 0% | -10% | 8% | -1 | 10% | -9%
O=C(COC(=O)c1ccco1)NCc1cccs1 | -3% | 3% | 17% | 1 | -11% | -6%
CCOc1ccccc1C(=O)Nc1ccsc1C(=O)OC | -5% | 0% | ? | 2 | -1% | 9%
CCOc1ccc2nc(SC(CC)C(=O)Nc3cc(C)on3)sc2c1 (stereo unspecified) | 1% | 2% | 5% | -25 | 4% | -3%
COc1ccc(C2=NN(C3=NN=C(N)Cc4ncnn43)C(O)(C(F)(F)F)C2)cc1 (stereo unspecified) | -2% | ? | 8% | -27 | 7% | -17%
C=CCNC(=O)c1onc(CSc2ccc(F)cc2)c1C(=O)O | -6% | 4% | 9% | -13 | 0% | -25%
COc1cc(C)c(COc2ncnc3ccccc23)cc1OC | -11% | 11% | -30% | -14 | 2% | 3%
Cc1cc(C(=O)O)ccc1-n1c(C)cc(/C=C2\SC(=O)NC2=O)c1C | -5% | ? | 14% | 2 | ? | -31%
O=c1ccccn1CCOc1ccc(Cl)cc1 | -1% | 2% | -9% | 42 | 9% | 4%
CCN(CC)CCNC(=O)c1ccc(NC(=O)c2ccc(Cl)c(S(=O)(=O)Nc3ccccc3OC)c2)cc1 | 1% | 1% | . | . | -2% | 57%
Cc1ccc2nc(N3CCN(c4cccc(C)c4C)CC3)c3nncn3c2c1 | 7% | . | . | -5 | 7% | .
COc1ccc(-n2nnnc2SCC(=O)c2ccc3c(c2)OCCO3)c(OC)c1 | -11% | 2% | ? | -24 | 1% | -22%
Cc1cc2cc(C)c3nnc(SCC(=O)N4CCc5ccccc54)n3c2cc1C | -17% | 0% | . | . | 1% | -19%
Cc1ccc(NC(N)=S)cc1 | 5% | -5% | 2% | 57 | 3% | -2%
Cc1cc(C(=O)C(=O)O)c(C)n1-c1ccc(Cl)cc1 | 0% | ? | 8% | -32 | 5% | -10%
C/C(=N\NS(=O)(=O)c1cccc([N+](=O)[O-])c1)c1cccnc1 | -10% | 10% | 20% | 208 | 9% | -32%
CCn1cc(SCC(=O)NCc2ccc3c(c2)OCO3)c2ccccc21 | -8% | 2% | 10µM* | 26 | 6% | -13%
O=C(Nc1c(Cl)cccc1Cl)c1cc(=O)n(Cc2ccccc2)c(=O)[nH]1 | -4% | 20% | -17% | 3 | 5% | -23%
CCSc1ccccc1C(=O)NCc1ccc(OC)cc1 | -5% | 1% | 8% | -19 | -19% | -14%
Cc1ccc(CSC2=Nc3ccccc3C3=NC(CCC(=O)NCc4cccs4)C(=O)N23)c(C)c1 (stereo unspecified) | 12% | . | . | 8 | 1% | .
CC(C)(C)NC(=O)CSc1nnc(C2CC2)n1-c1ccccc1 | ? | 4% | -1% | -4 | 0% | -43%[11.4 µM]
Cc1ccc(/C=C/C(=O)Nc2cc(S(=O)(=O)N3CCCCCC3)ccc2OCC(F)(F)F)o1 | 1% | -7% | -1% | -11 | -10% | -41%
O=C(CCCN1C(=O)c2cccnc2C1=O)Nc1ccc(F)cc1Cl | -1% | 1% | 11% | 27 | -5% | -13%
O=C(NNc1ccccc1[N+](=O)[O-])Nc1cccc(Cl)c1 | ? | -19% | 0% | ? | -30% | -59%
O=C(NCCSc1c(-c2ccc(Br)cc2)[nH]c2ccccc12)c1ccc(S(=O)(=O)N2CCOCC2)cc1 | 6% | . | . | -25 | 4% | .
NNC(=O)CNC(=O)c1ccc(F)cc1 | -2% | 5% | 4% | -24 | -5% | -21%
O=C(Nc1ccc(NC(=O)C2CC2)cn1)c1ccccc1Cl | -6% | 20% | ? | ? | 0% | -16%
O=C(N/N=C/c1cccc(O)c1)c1ccc(-n2cnnn2)cc1 | ? | . | 5% | -21 | -3% | -20%
Cc1nn2c(=O)cc(COC(=O)c3c(F)cccc3Cl)nc2s1 | -17% | . | -4% | 14 | -18% | 0%
CCOC(=O)C1CCCN(c2ncnc3c2cnn3-c2ccc(OC)cc2)C1 (stereo unspecified) | 2% | -3% | -6% | 29 | 0% | 67%[activator]
CN(Cc1ccccc1)c1ncnc2c1cnn2-c1ccccc1 | 3% | 0% | ? | 72 | 4% | 1%
CCC(=Nc1ccc(N)cc1)C1=C(O)C(C(=O)OC)C(C)(C)CC1=O (stereo unspecified) | -13% | 1.1µM* | 7% | . | ? | -44%
COC(=O)C1=C(C)N(Cc2ccco2)C(=O)N[C@@H]1c1ccccc1 | ? | -1% | -59% | -4 | 35µM* | -9%
OC[C@@H]1[C@@H](c2ccccc2)C(c2ccc(F)cc2)=NN1c1ccccc1 | . | -12%[89.2 µM] | -11% | . | . | -44%

Structures from the list above that have a Cl atom (12):
SMILES | AmpC detergent | FBPA Giardia inh | HCV inh | HCMV inh | Sm TGR block | AmpC inh no detg
O=C(C(=O)N1CCOCC1)c1cn(Cc2ccccc2Cl)c2ccccc12 | -3% | 11% | 4% | -38 | -2% | 194%[activator]
COc1ccc(N(C(=O)c2ccc(C)cc2)S(=O)(=O)c2ccc(Cl)cc2)cc1 | 10% | . | . | -16 | 11% | .
O=C1N(Cc2cccc(Cl)c2)C[C@@H]2C[C@@H](c3ccco3)N3CCC[C@@]123 | 0% | 0% | 9% | ? | 40µM* | 62%[activator]
CCCCC(=O)Nc1cc(NC(=O)CC)ccc1Cl | -13% | -2% | -6% | -2 | -5% | -11%
O=c1ccccn1CCOc1ccc(Cl)cc1 | -1% | 2% | -9% | 42 | 9% | 4%
CCN(CC)CCNC(=O)c1ccc(NC(=O)c2ccc(Cl)c(S(=O)(=O)Nc3ccccc3OC)c2)cc1 | 1% | 1% | . | . | -2% | 57%
Cc1cc(C(=O)C(=O)O)c(C)n1-c1ccc(Cl)cc1 | 0% | ? | 8% | -32 | 5% | -10%
O=C(Nc1c(Cl)cccc1Cl)c1cc(=O)n(Cc2ccccc2)c(=O)[nH]1 | -4% | 20% | -17% | 3 | 5% | -23%
O=C(CCCN1C(=O)c2cccnc2C1=O)Nc1ccc(F)cc1Cl | -1% | 1% | 11% | 27 | -5% | -13%
O=C(NNc1ccccc1[N+](=O)[O-])Nc1cccc(Cl)c1 | ? | -19% | 0% | ? | -30% | -59%
O=C(Nc1ccc(NC(=O)C2CC2)cn1)c1ccccc1Cl | -6% | 20% | ? | ? | 0% | -16%
Cc1nn2c(=O)cc(COC(=O)c3c(F)cccc3Cl)nc2s1 | -17% | . | -4% | 14 | -18% | 0%

Source: PubChem (National Center for Advancing Translational Sciences (NCATS))
